SARS 3CLpro inh: SARS-CoV 3CLpro protease inhibition. P0C6X7. AID 1706. recombinant SARS-CoV 3CLpro, quenched FRET peptide cleavage. actives 0.14% (n = 290,000). inhibition, % at 6 µM; in the data active = inhibition above about 12%
DUSP3 inh: DUSP3 (human) phosphatase inhibition | P51452 | recombinant VHR phosphatase, pNPP absorbance | inhibition, % at 13.3 µM | actives 0.52% (n = 290,000); in the data active = inhibition above about 50%; also: some compounds called inactive have numbers as strong as hits
PriA SSB inh: blocks PriA binding to SSB C-terminal tail; AlphaScreen SSBct-PriA binding, biotinylated peptide; inhibition, % at 33 µM; actives 0.6% (n = 430,000); in the data active = inhibition mostly above about 37%, no sharp cut-off; inactive = mostly below about 20%;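 also: plate controls were negative control peptide for no effect and reference peptide for full effect; strong numbers were not always called active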
BH1578 lux ind: quorum light induction in luxS cqsA deficient V. cholerae; activation, % at 18.7 µM; V. cholerae BH1578 lux reporter, luminescence, 6 h; AID 588436; actives 0.16% (n = 350,000); in the data active = activation mostly above about 9.7%, no sharp cut-off; also: not every result past the cut was called active; inactives centre near 0; reference of the scale not given here
MazF activator: activators of E. coli MazEF toxin-antitoxin RNase. P0AE70. activation, % at 20 µM. FAM/BHQ RNA-DNA oligo cleavage fluorescence, 5 h. actives 0.32% (n = 350,000); in the data active = activation above about 50%
Yp Topo-I inh: inhibitors of Yersinia pestis topoisomerase I; Y. pestis Topo-I cleavage product accumulation, plate reader; activity, % at 10 µM; actives 0.064% (n = 360,000); AID 504884; in the data active = activity above about 50%, passing the limit was not always enough; also: inactives centre near 2
PrPC surface inh: inhibitors of human cell surface prion protein PrPC. actives 0.43% (n = 370,000). inhibition, % at 13.8 µM. TR-FRET read-out. AID 720596. P04156; in the data active = inhibition above about 24%; also: 0% = median of the test wells and 100% = reference compound wells
TcdB inh: blocks C. difficile toxin B glycohydrolase activity; TcdB glycohydrolase enzymatic assay, plate reader; inhibition, % at 9.99 µM; actives 0.24% (n = 350,000); in the data active = inhibition above about 10%
Rv3671c protease: inhibitors of M. tuberculosis serine protease Rv3671c | actives 0.048% (n = 320,000) | inhibition, % at 5.96 µM | P9WHR9; in the data active = inhibition above about 38%;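 also: extracellular domain of Rv3671c used as enzyme; 0% = enzyme with DMSO and 100% = no enzyme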
CCHF vOTU inh: blocks the CCHF virus ovarian tumor domain protease; CCHFV vOTU protease, Pep-AMC fluorescence; inhibition, % at 11.5 µM; actives 0.55% (n = 370,000); in the data active = inhibition above about 30%; also: 0% = vehicle wells with enzyme and 100% = no enzyme wells
Numbers without * were called inactive; i = inactive; x = not tested or not shown; & = joins results of further samples.

Preview (2 entries):
Sequence of screens: SARS 3CLpro inh | DUSP3 inh | PriA SSB inh | BH1578 lux ind | MazF activator | Yp Topo-I inh | PrPC surface inh | TcdB inh | Rv3671c protease | CCHF vOTU inh
O=C(OCn1ncc(Cl)c(Cl)c1=O)c1ccc(C(F)(F)F)cc1
  6 | 13 | -6 | -0.3 | 7 | 3 | -4 | x | x | 0
Cc1ccc(NC(=O)c2cccs2)cc1NC(=O)c1ccccc1Cl
  -2 | 4 | -14 | -8.3 | 0 | 0 | -6 | -0.7 | 2 | 8

All compounds of this part, from the first entry:
Sequence of screens: SARS 3CLpro inh | DUSP3 inh | PriA SSB inh | BH1578 lux ind | MazF activator | Yp Topo-I inh | PrPC surface inh | TcdB inh | Rv3671c protease | CCHF vOTU inh
O=C(OCn1ncc(Cl)c(Cl)c1=O)c1ccc(C(F)(F)F)cc1
  6 | 13 | -6 | -0.3 | 7 | 3 | -4 | x | x | 0
Cc1ccc(NC(=O)c2cccs2)cc1NC(=O)c1ccccc1Cl
  -2 | 4 | -14 | -8.3 | 0 | 0 | -6 | -0.7 | 2 | 8
CC(C)NS(=O)(=O)c1ccc(NC(=O)C2CCCCC2)cc1
  3 | 3 | -24 | -0.2 | 10 | 6 | 7 | x | 2 | -1
COc1ccc(NC(=O)Cn2ncn3nc(-c4ccc(OC)cc4)cc3c2=O)cc1
  4 | 6 | -13 | -0.3 | -25 | 0 | 5 | 2.1 | -1 | 8
C=CC[C@@H](CC(=O)N(CCO)Cc1ccccc1)C(=O)NC[C@@H](OC(=O)[C@@H](CC=C)CC(=O)OC(C)(C)C)c1ccccc1
  x | x | 8 | 0.3 | 8 | 13 | -3 | 11* | 0 | 9
CC(C)(C)c1ccc(C(=O)N/C(=C\c2cccs2)C(=O)N2CCOCC2)cc1
  4 | 29 | -12 | -0.2 | -1 | 13 | -1 | 0.1 | 4 | 12
CCC(CC)C(=O)NCc1ccc(OC)cc1
  0 | 4 | -6 | -0.3 | -2 | 8 | 8 | -0.5 | 8 | -5
C=CCC1(NCc2ccco2)CCN(CC)CC1
  -3 | 18 | 0 | -0.8 | -7 | -2 | 4 | x | 8 | -11
COc1cc(-c2cc(C(=O)Nc3ccc(S(=O)(=O)NCc4ccco4)cc3)c3ccccc3n2)cc(OC)c1OC
  10 | 8 | -12 | -0.4 | -3 | 11 | 2 | -1.5 | -142 | -4
COc1cc(C)c(Cl)cc1S(=O)(=O)N(C)C
  -1 | -18 | 3 | -0.5 | 9 | -2 | 5 | x | 1 | 18
C=CCSc1nnc(NC(=O)c2cn(CC)c3nc(C)ccc3c2=O)s1
  -6 | 1 | -1 | i | -23 | 0 | -1 | 0.0 | -2 | -6
COc1ccc(C(NC(=O)C2CCN(CCOc3ccc(Cl)cc3)CC2)c2cccs2)cc1 (stereo unspecified)
  x | x | x | -0.4 | x | -1 | -18 | 2.1 | x | 5
COc1cc(NS(=O)(=O)c2ccc(NC(=S)NC(=O)C3CCCC3)cc2)nc(OC)n1
  4 | 4 | -5 | 6.2 | -21 | 6 | 2 | x | 8 | 5
COCCN(C(=O)CSc1nnc(-c2cccc(F)c2)n1N)c1c(N)n(Cc2ccccc2)c(=O)[nH]c1=O
  x | x | -4 | i | 9 | 8 | 3 | 2.8 | 0 | -7
OCCNCCCCSc1ccc(Cl)cc1
  -5 | 36 | 4 | -0.5 | 2 | -4 | -3 | 1.8 | 1 | 9
CCC(=O)Nc1ccc(C(=O)n2ccc(C)n2)cc1
  -7 | -11 | -11 | i | 9 | -6 | 1 | x | -1 | 0
COCCCn1c(SCC(=O)OC2CCCCC2)nnc1-c1ccco1
  -3 | -16 | 0 | -0.4 | 6 | 14 | x | 1.0 | -3 | x
CCCCN1C2=C(C(=O)CCC2)C(c2ccc(Cl)c(Cl)c2)C2=C1c1ccccc1C2=O (stereo unspecified)
  9 | 3 | 34 | i | 60* | -11 | -1 | x | -7 | -11
COc1cc2c(cc1OC)CN(C(=O)Nc1ccccc1)CC2
  1 | -10 | 9 | i | 0 | -2 | 2 | 1.0 | 0 | 6
CC(C)N=C(Nc1cccnc1)c1ccccc1
  -5 | -5 | -9 | i | -2 | 0 | 8 | -0.7 | 2 | 12
CC1=C(C(=O)N2CCOCC2)CC(CC(=O)NCC2CCCCC2)C(=O)N1Cc1ccccc1 (stereo unspecified)
  x | x | x | -0.5 | 8 | 2 | 1 | 0.0 | x | 19
CCn1cc(CN2CCCC(C(=O)Nc3cccc(-c4cc5ccccc5[nH]4)c3)C2)c(C)n1 (stereo unspecified)
  -2 | 32 | 4 | -0.4 | 8 | -16 | -10 | 1.2 | 0 | -1
CN1CCCN(S(=O)(=O)c2cccc(Cl)c2Cl)CC1
  -2 | -7 | -9 | 2.0 | 8 | 5 | -8 | 0.3 | 6 | 8
C/C(CCc1oc2ccccc2c1-c1ccc(C)o1)=N/O
  -2 | 14 | x | -0.4 | -1 | 24 | -5 | x | 0 | 9
CNC(=O)c1ccccc1NC(=O)C1CC(=O)N(C(C)C)C1 (stereo unspecified)
  1 | 23 | -12 | -0.3 | 3 | 1 | 5 | -0.5 | 4 | -13
Cc1c(N=Cc2cc(Br)cc(Br)c2O)cccc1C(=O)O
  4 | 7 | -8 | -0.4 | 11 | 7 | 7 | -0.1 | -3 | 6
CC(C)(C)NCC(O)c1cc(Cl)c(N)c(Cl)c1 (stereo unspecified)
  -3 | 5 | -2 | i | 1 | 3 | -2 | -0.2 | -5 | -1
COc1cc(NC(=O)COc2ccccc2Cl)ccc1NC(=O)C(C)C
  1 | 17 | -10 | -0.3 | 6 | -10 | -1 | 1.2 | -2 | -7
CC1CN(S(=O)(=O)c2cccc(C(=O)OCC(=O)Nc3ccc4c(c3)OCO4)c2)CC(C)O1 (stereo unspecified)
  2 | 14 | -13 | x | 0 | 11 | -3 | x | -2 | 2
COc1ccccc1NS(=O)(=O)c1cc(NC(=O)c2ccncc2)ccc1N1CCCC1
  1 | 22 | 11 | -0.4 | -3 | 24 | 2 | 0.6 | -6 | 8

Arranged by SMILES length (ascending): 3 of the compounds above
Sequence of screens: SARS 3CLpro inh | DUSP3 inh | PriA SSB inh | BH1578 lux ind | MazF activator | Yp Topo-I inh | PrPC surface inh | TcdB inh | Rv3671c protease | CCHF vOTU inh
Cc1c(N=Cc2cc(Br)cc(Br)c2O)cccc1C(=O)O
  4 | 7 | -8 | -0.4 | 11 | 7 | 7 | -0.1 | -3 | 6
COCCCn1c(SCC(=O)OC2CCCCC2)nnc1-c1ccco1
  -3 | -16 | 0 | -0.4 | 6 | 14 | x | 1.0 | -3 | x
CNC(=O)c1ccccc1NC(=O)C1CC(=O)N(C(C)C)C1 (stereo unspecified)
  1 | 23 | -12 | -0.3 | 3 | 1 | 5 | -0.5 | 4 | -13

Additional records
Sequence of screens: SARS 3CLpro inh | DUSP3 inh | PriA SSB inh | BH1578 lux ind | MazF activator | Yp Topo-I inh | PrPC surface inh | TcdB inh | Rv3671c protease | CCHF vOTU inh
COc1ccc(CCNC(=O)Nc2nc(CN)cs2)cc1OC
  x | x | x | -0.6 | x | -5 | -2 | -2.1 | x | -7
CC1(C)CCCN(C(=O)c2coc(=O)c(Br)c2)C1
  2 | 22 | -1 | i | -7 | -3 | -7 | x | x | -44
CCn1c(Cc2cccs2)nnc1SCC(=O)Nc1ccc(OC)c(OC)c1
  2 | 21 | 2 | -0.3 | 5 | -4 | 3 | x | 1 | -16
C=CCNc1cnn(-c2ccccc2)c(=O)c1Cl
  0 | 7 | -4 | 0.1 | -20 | -6 | -6 | 1.1 | -1 | 2
O=C(NCc1cccnc1)c1cc(C2CCCCN2C(=O)CCc2ccccc2)on1 (stereo unspecified)
  x | x | x | -0.4 | x | 8 | 4 | -8.7 | x | 17
COc1ccc(-c2cn3cccnc3n2)cc1F
  -6 | -8 | -19 | -0.2 | 5 | -4 | -12 | x | 0 | -303
COc1ccc(C2(CN(C(C)=O)C(C)=O)CCCC2)cc1OC
  -2 | 15 | 0 | 1.7 | -3 | 0 | 5 | x | -10 | -7
COc1ccc(CCNC(=O)c2nnn(CC(=O)Nc3ccccc3)c2N)cc1OC
  -1 | 14 | -3 | i | 1 | -9 | 1 | x | 2 | 3
CCNC(=O)C1(C)CCN(C(=O)c2ccccc2OC)C1 (stereo unspecified)
  x | x | x | 1.1 | x | 2 | 0 | 0.0 | x | -2
COc1ccccc1NC(=O)CN1CCN(CC(=O)Nc2cc(C)ccc2OC)CC1
  7 | -4 | 8 | -0.6 | -8 | -5 | 2 | -1.1 | x | 1
COc1ccc(CCNC(=O)c2ccc(N3CCCC3=O)cc2)cc1
  0 | 31 | 1 | i | 4 | 10 | 4 | x | -6 | 10
COc1cc2ccccc2cc1C(=O)Nc1ccc(N2CCN(C(=O)C(C)C)CC2)cc1
  7 | -5 | -8 | -0.2 | 15 | 1 | 8 | 0.9 | 1 | -5
O=C(CN(c1cccc(Cl)c1)S(=O)(=O)c1ccc(Cl)cc1)NCc1ccccn1
  6 | 6 | 10 | i | 5 | 12 | 5 | 1.3 | -5 | 3
COc1cccc(-c2cc(C(=O)NCC3CCCO3)c3ccccc3n2)c1 (stereo unspecified)
  -2 | 4 | -2 | i | 6 | 2 | 2 | 1.1 | -3 | -12
CC(C)C(=O)N1CCN(c2ccccc2NC(=O)c2ccc(Br)o2)CC1
  x | x | -11 | 1.9 | 4 | 13 | -1 | 1.1 | -2 | 2
COc1cccc(NC(=O)C2(C)CCN2C(=O)Cc2ccc(C(C)C)cc2)c1 (stereo unspecified)
  x | x | x | i | x | 40 | 5 | 1.8 | x | 13
O=S(=O)(NCCNS(=O)(=O)c1c(F)cccc1F)c1ccc2c(c1)OCCO2
  x | x | -3 | -0.8 | -23 | -3 | 0 | 0.7 | -2 | 6
Cc1cc(-c2c(C)[nH]n(-c3ccc(Cl)cc3)c2=O)n(-c2ccccc2)n1
  0 | -1 | 8 | x | 2 | 4 | -4 | x | -15 | -6
O=C(CCc1nnc(CCC2CCCCC2)o1)NCCn1cccn1
  -4 | 25 | -5 | -1.6 | 1 | 1 | -4 | 1.1 | 13 | -7
COC(CNC(=O)c1cnn2c(C)c(Cc3ccccc3)c(C)nc12)OC
  -3 | 18 | -1 | 1.1 | -12 | 15 | 4 | 1.6 | -3 | -29
CCOc1ccc(S(=O)(=O)Nc2cc(OC)c(OC)cc2C(=O)O)cc1
  0 | -6 | -1 | i | 3 | 2 | 4 | x | 0 | 2
O=C(CNC(=O)OCc1ccccc1)NC(Cc1cnc[nH]1)C(=O)O (stereo unspecified)
  x | x | -3 | x | 3 | 7 | 4 | 1.4 | x | 2
Cc1ccc(Nc2cc(C)nc(N3CCOCC3)n2)cc1
  2 | -5 | -6 | -1.0 | -7 | -2 | -13 | x | 6 | 10
O=c1[nH]ncc(NCCCO)c1Cl
  -4 | 18 | -7 | -1.3 | 6 | 6 | 1 | x | 2 | -2
O=C(CCn1nnc2ccccc21)Nc1nnc(COc2ccccc2F)s1
  4 | 28 | -2 | -2.1 | 2 | 30 | -3 | x | -5 | 20
COc1ccc(CCNC(=O)c2cc3c(C)nccc3[nH]c2=O)cc1OC
  0 | -15 | 1 | 0.3 | -15 | -10 | -4 | 8.3 | -1 | 0
c1ccc2c(c1)nc1n2CCN1
  -3 | 9 | -16&-15 | i | 1 | 0 | 0 | x | -1 | 6
Cc1cc(=O)oc2cc(OCC(=O)OCC(=O)NC(C)C)ccc12
  1 | -14 | -5 | i | 10 | -8 | -3 | 1.2 | 3 | -26
CCC1(C)CN=C(c2ccccc2)NC1 (stereo unspecified)
  x | x | -1 | i | -5 | -8 | 2 | -5.3 | x | -4
CC(=O)C1=C(O)C(=O)N(c2ccccn2)C1c1cccc(F)c1 (stereo unspecified)
  -3 | 20 | -1 | i | 11 | 4 | 0 | 2.6 | 0 | -12
COc1cccc(/C=C/C(=O)Oc2ccc(C(=O)c3ccc(F)cc3)cc2)c1
  3 | 42 | 3 | 0.0 | 0 | -8 | -3 | 0.1 | 9 | 8
CC1(C)OC(=O)NC1c1ccccc1 (stereo unspecified)
  x | x | x | -0.3 | -4 | 2 | 0 | 2.5 | x | 4

Assay outcomes as filed in PubChem BioAssay.

Not all compounds are listed; rates above refer to the full screens.
